Screening data from PubChem.
AmpC inh detg: qHTS Inhibitors of AmpC Beta-Lactamase (assay with detergent); P00811; AmpC hydrolysis of nitrocefin, absorbance 480 nm, 0.01% Triton; Potency, µM (titrated, usually from 114 µM), without a hit: at the highest dose activity change, negative = inhibition, actives largely listed as inhibitors; actives 0.041% (n = 370,000);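 note: potency is the fitted concentration of half-maximal effect; 0% = no-compound wells and -100% = no-enzyme wells; nearly all actives have a fitted effect of over 25% in size; some results filed as inactive show a strong effect at the top dose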
Target sequence (P00811 whole entry, looked up): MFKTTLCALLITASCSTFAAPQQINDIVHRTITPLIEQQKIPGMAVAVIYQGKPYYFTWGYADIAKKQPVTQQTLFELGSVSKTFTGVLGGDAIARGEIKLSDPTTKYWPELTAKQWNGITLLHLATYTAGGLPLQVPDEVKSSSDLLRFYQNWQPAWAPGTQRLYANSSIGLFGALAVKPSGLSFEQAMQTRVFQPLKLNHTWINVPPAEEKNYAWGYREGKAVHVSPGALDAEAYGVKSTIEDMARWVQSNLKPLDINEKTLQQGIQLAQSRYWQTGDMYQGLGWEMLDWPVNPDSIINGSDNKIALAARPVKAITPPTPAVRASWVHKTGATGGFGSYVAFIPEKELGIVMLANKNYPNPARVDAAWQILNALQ
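20 mM phosphate pH 7.0 + 0.01% (detergent screen) or 0.0001% Triton X-100; 5.3 nM AmpC reagent; cpd preinc 15 min RT; nitrocefin (800 uM stock) to start; A480 q20 s × 4 min; Activity was normalised to no-enzyme and no-compound control wells.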
Sm TGR block: qHTS Assay for the Inhibitors of Schistosoma Mansoni Peroxiredoxins | Schistosoma mansoni thioredoxin glutathione reductase (TGR), Q962Y6 | purified TGR, DTNB reduction, TNB absorbance 405 nm | Potency, µM (doses to about 114 µM), for inactives: at the top dose activity change, negative = inhibition, hits mostly inhibitors | actives 3% (n = 360,000); note: potency is the fitted concentration of half-maximal effect; nearly all actives have a fitted effect of over 60% in size
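TGR 20 nM + NADPH 100 uM (dispensed conc.), cpd preinc 15 min RT; start with NADPH (500 uM addition) then DTNB (15 mM addition). Kinetic TNB absorbance, 405 nm filter. Four-parameter Hill fit across titration.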
HCMV inh: qHTS Assay for inhibitors of the human cytomegalovirus (HCMV). HFF cells, HCMV-luciferase reporter, 72 h; hits give low values. activity change, negative = inhibition, % at 57.5 µM. actives 4.5% (n = 410,000); in the data active = activity change below about -60%; inconclusive = no clear call, values can overlap the other calls; inactive = above about -39%
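Two-dose cell screen: HFF monolayers treated with compounds and infected with luciferase-expressing HCMV at 1 PFU/cell, 72 h at 37C, then lysed for luciferase measurement.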
FBPA Giardia inh: qHTS Assay for Inhibitors of Fructose-1,6-bisphosphate Aldolase from Giardia Lamblia; A8B2U2; purified Giardia FBPA; Potency, µM (doses to about 59.6 µM), for the others: top-dose activity, negative = inhibition, usual class: inhibitors; actives 0.71% (n = 290,000); note: potency is the fitted concentration of half-maximal effect; nearly all actives have a fitted effect of over 55% in size
Target sequence (A8B2U2 whole entry, looked up): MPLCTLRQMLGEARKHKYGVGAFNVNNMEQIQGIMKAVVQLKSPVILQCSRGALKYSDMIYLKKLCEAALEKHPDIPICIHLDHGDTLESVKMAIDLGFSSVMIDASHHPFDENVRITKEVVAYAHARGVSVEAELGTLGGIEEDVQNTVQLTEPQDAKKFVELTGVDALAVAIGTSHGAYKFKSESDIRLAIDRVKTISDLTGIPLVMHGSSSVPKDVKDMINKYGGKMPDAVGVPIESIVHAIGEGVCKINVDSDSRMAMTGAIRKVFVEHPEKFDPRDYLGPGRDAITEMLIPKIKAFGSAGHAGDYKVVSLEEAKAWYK
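40 nM FBPA preincubated 10 min at RT with compound (up to 57.5 uM final), then substrate plus GAPDH/TPI/NAD/arsenate coupling and diaphorase/resazurin added. Fluorescence read after 20 min at RT, 525/598 nm.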
AmpC no deterg: qHTS Inhibitors of AmpC Beta-Lactamase (assay without detergent) | Potency, µM (highest dose often 57.1 µM), inactives show at the top dose activity change, negative = inhibition, usual class: inhibitors | AmpC nitrocefin hydrolysis, absorbance 480 nm, 0.0001% Triton | actives 0.52% (n = 330,000);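 note: potency is the fitted concentration of half-maximal effect; plate controls were no compound for no effect and no enzyme for full effect; nearly all actives have a fitted effect of over 20% in size; some results filed as inactive show a strong effect at the top dose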
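AmpC (5.3 nM in the dispensed reagent) in 20 mM phosphate pH 7.0 with 0.01% (detergent screen) or 0.0001% Triton X-100 was preincubated with compounds for 15 min at room temperature. Nitrocefin was then added from an 800 uM solution, and hydrolysis was followed at 480 nm.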
AMA1 RON2 block: qHTS for Inhibitors of AMA1-RON; Towards Development of Antimalarial Drug Lead: Primary Screen | Plasmodium falciparum AMA1 (3D7) - RON2 peptide interaction | AlphaScreen AMA1-biotinylated RON2 peptide binding | Potency, µM (doses to about 58.2 µM), for the others: at the highest dose activity change, negative = inhibition, actives largely listed as inhibitors | actives 0.2% (n = 360,000) | AID 720542, 2013;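 note: potency is the fitted concentration of half-maximal effect; 0% = vehicle wells and -100% = peptide control; nearly all actives have a fitted effect of over 45% in size; some results filed as inactive show a strong effect at the top dose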
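AMA1 (3D7) with his tag at 25 nM final met compounds first, then biotinylated RON2 peptide at 25 nM; detection used donor plus acceptor beads, 10 µg/mL apiece, read by AlphaScreen after 30 min at room temperature.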
* = called active by the depositor; ? = inconclusive; · = not tested or not shown; & = joins results of further samples; [ ] = another dose, or the depositor's remark. Unless noted, calls come from the whole dose curve; as a rule, active = well fitted curve in the direction sought with a large enough effect; inconclusive = small, poorly fitted or top-dose-only effect, or another doubt; inactive = no such curve, though single readings can be large; an effect the other way counts as inactive or inconclusive. Unless noted, % is set by controls: 0 for no effect and ±100 for the full control effect. This is a random part of the collection; 7.8% or so of the library scored in one or more.

Assay codes – A = AmpC inh detg; B = Sm TGR block; C = HCMV inh; D = FBPA Giardia inh; E = AmpC no deterg; F = AMA1 RON2 block
> COc1ccc(CNC(=O)c2ccc(Cl)c(NC3=NC4CS(=O)(=O)CC4S3)c2)cc1 (centres undefined)
  A: ?	B: 6%	C: 6	D: -1%	E: -12%	F: 6%
> CCc1ccc(NC(=O)Nc2c(C)n(C)n(-c3ccccc3)c2=O)cc1
  A: -10%	B: 9%	C: -37	D: 2%	E: -16%	F: -6%
> COc1ccc(OC)c(NC(=O)CSc2c3c(nc4ccccc24)CCCC3)c1
  A: 4%	B: -20%	C: -27	D: ·	E: ·	F: ·
> Cc1ccccc1C(=O)N1CCC(C(=O)Nc2sccc2C(N)=O)CC1
  A: ?	B: -19%	C: -9	D: ·	E: -5%	F: -10%
> CCOC(=O)CN1CC23C=CC(O2)C(C(=O)NCc2ccc(C)cc2)C3C1=O (centres undefined)
  A: 0%	B: 9%	C: -19	D: 0%	E: 7%	F: 2%
> CCOc1ccc(NC(=S)N2CCC(NC(=O)C3CCCCC3)CC2)cc1
  A: ?	B: -2%	C: -40	D: 3%	E: 0%	F: 4%
> O=C(Nc1cccc2cccnc12)c1cccc2ccccc12
  A: ?	B: 1%&0%	C: ?	D: 0%	E: -56%	F: 4%
> CSc1nc(N2CCN(c3ccccc3)CC2)cc(N2CCN(c3ccccc3)CC2)n1
  A: -4%	B: -6%	C: -8	D: 0%	E: -22%	F: -8%
> Cc1cccc(-c2oc(C)c(C)[n+]2[O-])c1
  A: -8%	B: 0%	C: 37	D: 0%	E: -10%	F: -15%
> CC(C)[C@H](NC(=O)N1CCn2c1nc1ccccc12)C(=O)NC1CC1
  A: 1%	B: -23%	C: 11	D: ·	E: 14%	F: 63%[activator]
> COc1ccc(/C(C)=N\NS(C)(=O)=O)c(OC)c1
  A: ?	B: 1%	C: 17	D: -1%	E: -10%	F: 24%
> Clc1cccc(Cl)c1CNC1CCCC1
  A: -9%	B: 3%	C: 5	D: 0%	E: -3%	F: 25%
> CCCN(CC1CC1)C(=O)COC(=O)c1[nH]c(C)c(C(=O)OCC)c1C
  A: 2%	B: 0%	C: -3	D: 1%	E: 63%[activator]	F: -3%
> COc1ccc(NC2SC(=O)N(C)C2=O)cc1 (centres undefined)
  A: ?	B: 2%[57.1 µM]	C: 0	D: 3%	E: -7%	F: -1%
> CCOc1ccccc1NC(=O)CSc1nc2c(oc3ccccc32)c(=O)n1-c1ccc(C)c(C)c1
  A: -1%	B: -1%	C: 25	D: ·	E: ·	F: ·
> COc1ccc(/C=N/OCC(=O)NCC(C)C)c(OC)c1
  A: ?	B: 8%	C: -34	D: -5%	E: -4%	F: -2%
> COc1ccc(N=Cc2cc(Cl)ccc2O)cc1Cl
  A: -8%	B: -5%	C: -3	D: -15%	E: -15%	F: 3%
> CC1(C(=O)NCC2CC2)C=CC2(CCCCC2)N1C(=O)c1ccccc1 (centres undefined)
  A: ?	B: -20%	C: ·	D: 11%&10%	E: 8%	F: 6%
> CCOC(=O)c1ccc(S(=O)(=O)N2CCN(C3CCCC3)CC2)cc1
  A: 2%	B: 13µM*	C: -29	D: 3%	E: -20%	F: -12%
> Cc1cc(C)c2nc(N3CCCC(C(=O)NCc4ccccc4F)C3)sc2c1 (centres undefined)
  A: 7%	B: 5%	C: 4	D: ·	E: ·	F: ·
> CC(C)(C)NCc1cc(Cl)ccc1OCc1ccccc1F
  A: -8%	B: 65%	C: ?	D: -1%	E: -7%	F: 3%
> Cc1ccc2nc(SCC(=O)Nc3cccc(S(N)(=O)=O)c3)[nH]c2c1
  A: -3%	B: -13%	C: 14	D: -8%	E: -39%	F: -2%
> O=C(NCc1cccs1)C1CCC(CNS(=O)(=O)c2ccc(Br)s2)CC1 (centres undefined)
  A: ?	B: ?	C: 44	D: 1%	E: -20%	F: 6%
> CCOC(=O)Cn1c(=N)n(Cc2ccccc2)c2ccccc21
  A: -13%	B: 7%	C: 7	D: 7%	E: -2%	F: 29%
> Cc1cccc(N=C2NN=C(c3c(C)[nH]c4ccccc34)CS2)c1
  A: -13%	B: -3%	C: -99*	D: -9%	E: -1%	F: 13%
> CCOc1ccc(NS(=O)(=O)c2cc3c(cc2C)N(C)CCO3)cc1
  A: 5%	B: 4%	C: 12	D: -8%	E: -5%	F: -9%
> CC(=O)Oc1ccccc1C(=O)NC(C)CCc1ccccc1 (centres undefined)
  A: -10%	B: 0%	C: -9	D: 5%	E: -17%	F: 2%
> CC(CC(=O)NC1CCCCC1)S(=O)(=O)c1ccc2c(c1)NC(=O)CO2 (centres undefined)
  A: 0%	B: 60%[activator]	C: 30	D: 3%	E: -10%	F: 12%
> COc1cc2c(cc1OC)C(c1ccccc1)N(C(=O)CCl)CC2 (centres undefined)
  A: 2%	B: 4µM*	C: -99*	D: 4%	E: -13%	F: -12%
> O=C(CSc1nncs1)NC(=O)NCc1ccccc1
  A: 1%	B: -3%	C: -7	D: 5%	E: -24%	F: -6%
> O=C(O)CSc1c2c(nc3cc(C(=O)Nc4cccc(C(F)(F)F)c4)ccc13)CCCC2
  A: ?	B: 1%	C: 0	D: 19%	E: -33%	F: -4%
> COc1cc(Cl)c(C)cc1NC(=O)NC1COc2ccccc2C1 (centres undefined)
  A: -1%	B: -2%	C: 4	D: ·	E: ·	F: ·
> CCOC(=O)C1=C(C)SC2=NS(=O)(=O)CCN21
  A: -13%	B: -7%	C: 4	D: 2%	E: -3%	F: -4%
> CCN(CC)C(=O)c1cc2sc3ccccc3c2s1
  A: -8%	B: -23%	C: 65	D: 2%	E: 21%	F: 2%
> O=C(/C=C/c1ccccc1[N+](=O)[O-])N1CCN(c2ccc(F)cc2)CC1
  A: -7%	B: ·	C: ?	D: -3%	E: 2%	F: -23%
> CCOC(=O)c1cnc2ccccc2c1Nc1ccc(N2CCOCC2)cc1
  A: 0%	B: 10%	C: 14	D: ·	E: ·	F: ·
> O=C(Nc1ccc(S(=O)(=O)N2CCOCC2)cc1)C1CCN(S(=O)(=O)c2ccc(F)cc2)CC1
  A: ?	B: 0%	C: -66*	D: ·	E: -24%	F: 13%
> COc1ccc(-n2nc3ccc(NC(=O)c4cc5ccccc5o4)cc3n2)cc1Cl
  A: -10%	B: -6%	C: -1	D: ·	E: ·	F: ·
> CN1CCN(C(=O)c2cc3c(=O)n4ccccc4nc3s2)CC1
  A: 0%	B: -4%	C: 39	D: -3%	E: -5%	F: -2%
> Cc1ccc2c(c1)sc(=NC(=O)c1cccs1)n2C
  A: 1%	B: 3%	C: ?	D: -14%	E: 57%	F: 4%
> COc1ccc(CCC(=O)NCCS(=O)(=O)N2CCN(c3ccccc3OC)CC2)cc1
  A: -2%	B: -3%	C: ?	D: -4%	E: 137%[activator]	F: -11%
> Cn1cc(C(=O)NCCc2ccc(Cl)cc2)c(=O)c2cc(S(=O)(=O)N3CCOCC3)ccc21
  A: 1%	B: 1%	C: 11	D: ·	E: ·	F: ·
> C=CCN1C(=O)CN=C1NCc1ccccc1
  A: -20%	B: 0%	C: 11	D: -18%	E: -9%	F: 0%
> COc1ccc(CCNC(=O)C2CCN(S(=O)(=O)c3ccc4c(c3)oc(=O)n4C)CC2)cc1OC
  A: -11%	B: 3%	C: -16	D: 2%	E: -4%	F: -2%
> CCOc1ccccc1NC(=O)CSc1c(C)cnc2c1c(=O)n(C)c(=O)n2C
  A: 2%	B: -3%	C: -7	D: ·	E: ·	F: ·
> CCN(C(=O)COC(=O)CNC(=O)c1ccccc1C)C1=CCCCC1
  A: -9%	B: -6%	C: -8	D: ·	E: 17%	F: 22%
> Cc1cc(C)nc(SCc2cc(=O)c(OC(=O)c3ccc(Br)o3)co2)n1
  A: 6%	B: ?	C: 7	D: 7%	E: 17%	F: -21%
> Cc1ccc(NC2CCCN(C(=O)Cc3nonc3C)C2)cc1C (centres undefined)
  A: 2%	B: -23%	C: -23	D: -12%	E: 40%	F: 0%
> COc1ccc(S(=O)(=O)N2CCN(CC(=O)Nc3c(C)n[nH]c3C)CC2)cc1OC
  A: ·	B: ·	C: 15	D: ·	E: -30%	F: -20%
> CCN(CC)c1ccc(C(=O)n2cnc3ccccc32)cc1
  A: -16%	B: 0%	C: -3	D: -5%	E: 13%	F: -9%

Exported with two lines to a compound: 4 of the compounds above
Below each compound – AmpC inh detg, Sm TGR block, HCMV inh, FBPA Giardia inh, AmpC no deterg, AMA1 RON2 block
C=CCN1C(=O)CN=C1NCc1ccccc1
  -20%, 0%, 11, -18%, -9%, 0%
CCN(C(=O)COC(=O)CNC(=O)c1ccccc1C)C1=CCCCC1
  -9%, -6%, -8, ·, 17%, 22%
CCN(CC)c1ccc(C(=O)n2cnc3ccccc32)cc1
  -16%, 0%, -3, -5%, 13%, -9%
Cc1ccc(NC2CCCN(C(=O)Cc3nonc3C)C2)cc1C (centres undefined)
  2%, -23%, -23, -12%, 40%, 0%

(cont.)
Assay codes – A = AmpC inh detg; B = Sm TGR block; C = HCMV inh; D = FBPA Giardia inh; E = AmpC no deterg; F = AMA1 RON2 block
> COc1ccc(CNC(=O)C(c2ccco2)N(Cc2cccs2)C(=O)Cc2cccs2)cc1 (centres undefined)
  A: ?	B: ?	C: ?	D: -15%	E: -41%	F: -1%
> COCCNC(=O)c1cccc(OC2CCN(Cc3ccc(F)c(OC)c3)CC2)c1
  A: -13%	B: -3%	C: 11	D: 6%	E: 17%	F: -9%
> CCOc1ccc(-c2nn(-c3ccccc3)cc2C2NC(=O)NC(C)=C2C(=O)OC(C)C)cc1 (centres undefined)
  A: 10%	B: 2%	C: -67*	D: ·	E: ·	F: ·
> CCCCCOc1ccc(NC(=O)C2OC3OC(C)(C)OC3C3OC(C)(C)OC23)cc1 (centres undefined)
  A: 3%	B: -1%	C: 26	D: -2%	E: -20%	F: -5%
> CN(C)/C=N/c1c(C#N)cnn1-c1ccccc1
  A: ?	B: 0%	C: 97	D: 3%	E: -17%	F: -3%
> O=C(c1ccc(N2CCCCCC2)c([N+](=O)[O-])c1)N1CCc2ccccc21
  A: 2%	B: 4%	C: ·	D: 6%	E: -11%	F: ·
> Cc1ccc(S(C)(=O)=O)cc1C(=O)N1CC(C(N)=O)Oc2ccccc21 (centres undefined)
  A: 2%	B: -3%	C: 16	D: -4%	E: -17%	F: -25%
> CCC(=O)n1nc(-c2ccccc2)nc1N
  A: ?	B: 5%	C: 19	D: 0%	E: 46%	F: 21%
